Growth percent in the NCI-60 one-dose screen (48 h, 10 µM unless noted): 100 = growth as untreated, 0 = no growth, -100 = all killed.
SK-MEL-5 – SK-MEL-5 melanoma. hit rate 6.4% among 80,000. AID 1794755
EKVX – EKVX NSCLC. hit rate 3% among 71,000. AID 1794765
A549/ATCC – A549/ATCC NSCLC; hit rate 3.7% among 81,000; AID 1794740
UACC-257 – UACC-257 melanoma; AID 1794764; hit rate 4.4% among 78,000
SK-MEL-2 – SK-MEL-2 melanoma; hit rate 4.7% among 77,000; AID 1794763
MALME-3M – MALME-3M melanoma; hit rate 5.8% among 78,000; AID 1794766
UACC-62 – UACC-62 melanoma; hit rate 5.4% among 81,000; AID 1794756
M14 – M14 melanoma | hit rate 6.2% among 80,000
The depositor's hits bear a star; · = no result given; & = joins results of further samples. How the source made its calls: active means growth percent below 10; inactive means the rest.

item	smiles	SK-MEL-5	EKVX	A549/ATCC	UACC-257
1	CC(=O)N(CCC(C)C)c1ccccc1	97	100	104	100
2	OC(CN1CCCC2CCCCC21)c1ccc(Br)cc1 (stereo unspecified)	98	92	102	104
3	Cc1ccc(CSc2nc(Cl)c(C#N)c(-c3ccc(F)cc3)n2)cc1	78	80	66	75
4	COc1ccc(Oc2nc(Nc3ccc(N4CCOCC4)cc3)ncc2NC(=O)Cc2cc(OC)cc(OC)c2)cc1	97	100	105	113
5	OCCNc1c(Cl)c(Cl)c(Cl)c(Cl)c1Cl	94	18	101	94
6	CCOC(=O)c1[nH]c(C)c(/C(C)=N\O)c1C	109	95	86	101
7	COC(=O)c1cc(=O)c(O)c2c(O)c(O)ccc2c1	79	97	69	93
8	CC1NC(=O)c2c1c(=O)[nH]c1ccccc21 (stereo unspecified)	94	21	98	99
9	COc1cccc(-c2nn(-c3ccccc3)cc2-c2ccnc(NCCNC(=O)Nc3ccccc3)c2)c1	46	71	30	43
10	Cc1noc(C)c1C(=O)Nc1n[nH]c(C)c1-c1ccccc1	·	97	113	126
11	O=C1CC(c2ccccc2)NN1 (stereo unspecified)	99	·	96	101
12	C[Si](C)(C)C(c1ccccc1)c1ccccc1	115	109	91	109

item	SK-MEL-2	MALME-3M	UACC-62	M14
1	118	107	105	103
2	96	101	110	93
3	92	113	77	88
4	114	121	99	109
5	99	98	85	107
6	106	107	101	105
7	96	86	69	72
8	105	125	102	100
9	47	78	51	36
10	101	85	95	107
11	103	107	113	106
12	127	90	108	108

(listing goes on)
item	smiles	SK-MEL-5	EKVX	A549/ATCC	UACC-257
13	O=Cc1c(N2CC[N+]3(CC2)CC[N+]2(CCNCC2)CC3)nc(-c2ccccc2)nc1N1CC[N+]2(CC1)CC[N+]1(CCNCC1)CC2	106	109	100	118
14	COc1cc(C2c3cc4c(cc3C3OC(=O)C2C3CO)OCO4)cc(OC)c1OC (stereo unspecified)	-0.3*	·	15	57
15	O=C(O)C1C=Cc2ccccc2N1C(=O)c1ccccc1 (stereo unspecified) (tested in a mixture with another compound)	100	93	99	93
16	Cc1cc(C(O)CN(CCC(C)C)CCC(C)C)cc2c1ccc1cc(C(C)C)ccc12 (stereo unspecified)	91	86	88	91
17	COc1ccc(/C=C\C(=O)c2ccc(-c3ccccc3)cc2)cc1	103	105	95	108
18	Fc1cc(-c2cnc(Cl)nc2NC2CCCCCC2)cc(F)c1F	98	·	87	93
19	NNC(=O)c1cc2c([nH]c3ccccc32)c(-c2cccc(O)c2)n1	92	95	99	98
20	O=C(Nc1ccc(S(=O)(=O)Nc2ncccn2)cc1)c1ccc(C(=O)Nc2ccc(S(=O)(=O)Nc3ncccn3)cc2)cc1	101	103	96	102
21	Cc1oc2nc[nH]c(=O)c2c1C(=O)/C=C/c1ccc(Cl)cc1	37	62	32	·
22	C=CCCCCOc1ccccc1-c1cnc(OCCCCC=C)n1C	84	85	50	67
23	NC(=S)NN=C1CCC2(CCCCC2)CC1	93	98	·	102
24	Cc1cc(=O)oc2cc(OCCOc3ccc(/C=C/C(=O)Nc4ccccc4F)cc3)ccc12	101	99	108	113

item	SK-MEL-2	MALME-3M	UACC-62	M14
13	111	113	106	108
14	7.3*	50	30	12
15	97	99	102	91
16	100	94	96	89
17	97	96	108	104
18	103	119	98	111
19	95	85	96	90
20	100	·	106	102
21	56	71	18	82
22	46	63	56	73
23	104	107	83	97
24	121	100	99	108

(further entries)
item	smiles	SK-MEL-5	EKVX	A549/ATCC	UACC-257
25	Cc1cc(NS(=O)(=O)c2ccc(-c3ccccc3)cc2)c2ccccc2n1	70	80	87	93
26	c1ccc2nc3c(ccc4ccccc43)cc2c1	97	72	85	95
27	O=C(Nc1ccc(OCc2nnc(-c3ccccc3)o2)c(F)c1)c1ccccc1	97	·	103	100
28	COc1cc(C)cc2oc3oc(=O)c(-c4csc(-c5ccccc5)n4)cc3c(=O)c12	96	105	113	118
29	Oc1ccc(/C=N/c2n[nH]c(-c3ccc(Cl)cc3)n2)c(O)c1O	94	92	91	99
30	CN1C(=O)N(c2ccccc2)C2C1NN=c1s/c(=C\c3ccccc3)c(=O)n12 (stereo unspecified)	·	97	101	103
31	COc1ccc(Oc2ccc(C3CC(c4ccc(OC)c(OC)c4)=NN3C(C)=O)cc2)cc1 (stereo unspecified)	80	70	78	83
32	CCOC1CC(C)C=CO1 (stereo unspecified)	101	·	100	100
33	S=C(N/N=C/c1cccc(I)c1)NC12CC3CC(CC(C3)C1)C2	86	·	77	84
34	CCOC(=O)c1ccc(NC(=O)Nc2ccc(-c3cccs3)nc2C)cc1	78	101	66	92
35	CC(I)CNC1=NCC(=O)N1 (stereo unspecified)	107	95	95	89
36	CCCCc1ccc(-c2cc(/C=N\O)no2)cc1	93	·	96	107

item	SK-MEL-2	MALME-3M	UACC-62	M14
25	87	89	75	87
26	107	·	90	106
27	95	95	83	103
28	124	100	98	96
29	94	94	85	96
30	104	96	96	94
31	97	101	78	93
32	112	114	95	113
33	108	89	82	107
34	90	128	94	62
35	93	102	101	80
36	106	100	90	99

The listing continues:
item	smiles	SK-MEL-5	EKVX	A549/ATCC	UACC-257
37	CCN1CCN(c2nc(NNC(=O)Cc3ccccc3)nc(N3CCN(C(c4ccccc4)c4ccccc4)CC3)n2)CC1	2.7*	76	47	-51*
38	CN(C)c1ccc(/C=C\N=Nc2ccc(Br)cc2)cc1	77	·	59	87
39	CC(C)(C)n1cc(-c2ccnc(NCCCNS(=O)(=O)c3ccc(F)cc3)c2)c(-c2cccc(O)c2)n1	13	50	40	50
40	CCCCCN(CCCCC)CC(O)c1cc2c(c3ccccc13)CCCC2 (stereo unspecified)	36&61	46&78	60&71	72&72
41	O=C(/C=C/Nc1ccc([N+](=O)[O-])cc1)c1ccc2c(c1)Nc1ccccc1S2	70	68	90	90
42	Nc1ccc(-c2nnc3n2N=CC(c2ccccc2O)S3)cc1 (stereo unspecified)	94	·	95	101
43	CC(=O)O[C@H]1CC[C@]2(C)C3=CC[C@]4(C)[C@@H](C(C)=O)CC[C@H]4[C@@]34C=C[C@]2(C1)C1C(=O)OC(=O)C14 (stereo partly specified)	112	117	113	102
44	CC(C)C[C@@H](NC(=O)[C@@H](CCCCN)NC(=O)CCCCCN)C(=O)N[C@H](C)C(=O)N[C@H](CCCCN)C(=O)N[C@H](CC(C)C)C(=O)N[C@H](C)C(=O)N[C@H](CCCCN)C(=O)N[C@H](CCCCN)C(=O)N[C@H](CC(C)C)C(=O)N[C@H](C)C(=O)N[C@H](CCCCN)C(=O)N[C@H](CC(C)C)C(=O)N[C@H](C)C(=O)N[C@H](CCCCN)C(=O)N[C@H](C)C(=O)N[C@H](CCCCN)C(N)=O	101	104	81	72
45	O=C1/C(=C/c2ccc([N+](=O)[O-])cc2)Oc2ccc(O)c(-c3ccccc3)c21	84	101	82	83
46	NC(=O)N/N=C/c1ccc2c(c1)OCO2	102	90	98	102
47	Fc1ccc(-c2ccc3c(NCc4ccccn4)nc(N4CCOCC4)nc3c2)cc1	100	92	93	110
48	COc1ccccc1OCC(O)CO (stereo unspecified)	100&104	83&102	97	105&102

item	SK-MEL-2	MALME-3M	UACC-62	M14
37	38	77	85	-68*
38	72	86	17	41
39	52	38	60	29
40	97&79	74&65	58&25	72&77
41	109	58	85	96
42	104	83	94	94
43	125	99	·	100
44	91	107	104	108
45	93	109	72	85
46	114	109	98	111
47	107	105	109	104
48	110&98	105&110	100&100	106&104

3 structures already listed, sorted by length of the SMILES, highest first:
item	smiles	SK-MEL-5	EKVX	A549/ATCC	UACC-257
39	CC(C)(C)n1cc(-c2ccnc(NCCCNS(=O)(=O)c3ccc(F)cc3)c2)c(-c2cccc(O)c2)n1	13	50	40	50
41	O=C(/C=C/Nc1ccc([N+](=O)[O-])cc1)c1ccc2c(c1)Nc1ccccc1S2	70	68	90	90
46	NC(=O)N/N=C/c1ccc2c(c1)OCO2	102	90	98	102

item	SK-MEL-2	MALME-3M	UACC-62	M14
39	52	38	60	29
41	109	58	85	96
46	114	109	98	111

(cont.)
item	smiles	SK-MEL-5	EKVX	A549/ATCC	UACC-257
49	O=c1c2cc(F)ccc2nc2n1CCc1sccc1-2	·	86	93	108
50	O=C(CS(=O)(=O)c1ccc(Br)cc1)Nc1ccccc1C(=O)O	105	105	103	117
51	CN1CCN(c2ccc(Nc3nc(NCCCNS(=O)(=O)c4ccc(Cl)cc4)c4sccc4n3)cc2)CC1	-91*	51	22	-80*
52	N#Cc1cnn(-c2ccc([N+](=O)[O-])cc2[N+](=O)[O-])c1N	100	·	107	102
53	Nc1nc(-c2ccccc2)nc2[nH]nc(NCc3ccccn3)c12	99	90	100	99
54	O=C(Cn1cc(CN2CCN(c3ccnc4cc(Cl)ccc34)CC2)nn1)Nc1ccccc1F	96	101	106	106
55	COCCOCCOCc1n(Cc2ccc3ccccc3n2)c2ccccc2[n+]1Cc1ccc2ccccc2c1	-94*	31	22	-8.7*
56	CN1C(=O)N(C)C2SC(N/N=C/c3ccccc3)=NC21 (stereo unspecified)	68	91	72	91
57	Cc1cc2nc(C(Cl)Cl)nc(-c3ccccc3)n2n1	94	61	4.7*	93
58	CC(C)(C)OC(=O)N1C(=O)[C@@H](O[Si](c2ccccc2)(c2ccccc2)C(C)(C)C)[C@H]1/C=C/c1ccccc1	85	42	37	97
59	Cc1nc2c(cnn2CCO)c(=O)[nH]1	101	99	100	99
60	CC(=O)OCC1OC(OC(C)=O)C(OC(C)=O)C1OC(C)=O (stereo unspecified)	102	99	94	96

item	SK-MEL-2	MALME-3M	UACC-62	M14
49	106	117	91	107
50	118	110	101	104
51	-9.3*	-88*	-30*	-60*
52	113	91	110	115
53	104	98	87	99
54	102	105	89	111
55	·	-7.5*	-38*	-0.7*
56	73	62	43	48
57	110	113	89	73
58	·	94	63	90
59	133	107	114	108
60	103	106	97	96

Carrying on.
item	smiles	SK-MEL-5	EKVX	A549/ATCC	UACC-257
61	CCOC(=O)/C(C#N)=C(\C)CC(C)C	107	102	107	108
62	O=C(Nc1cccc(-c2ccc(N3CCOCC3)nn2)c1)Nc1cccc(C(F)(F)F)c1	42	64	56	70
63	C=COC(=O)C(C)(C)C	100	·	105	107
64	CSc1nc2[nH]c(=O)[nH]c2c(=O)[nH]1	99	107	98	105
65	CC(N)C(=O)NO (stereo unspecified)	101	89	100	101
66	CCCCOc1c(N)cccc1C(=O)OCCN(CC)CC	105	104	97	100
67	C#CCn1c(C)cc(C)c(C#N)c1=O	104	100	104	103
68	NC(=O)C(=Cc1ccc(Cl)cc1)C(N)=O	95	60	75	68
69	CC(=O)c1ccc(S(=O)(=O)NCCNc2nc(N(C)C)nc(N3CCOCC3)n2)cc1	100	97	105	111
70	O=[N+]([O-])c1ccc(NC(=S)NNC(=S)Nc2ccc(F)cc2)cc1	90	95	88	98
71	COc1cc(-c2ccc(N=Nc3c(O)c(C(=O)Nc4ccccc4OC)cc4ccccc34)c(OC)c2)ccc1N=Nc1c(O)c(C(=O)Nc2ccccc2OC)cc2ccccc12	99	96	96	109
72	S=C(N/N=C/c1ccc(I)cc1)NC12CC3CC(CC(C3)C1)C2	96	·	92	100
73	CC(C)N1C(=O)c2ccccc2C(n2c(-c3ccnc(Cl)c3)nc3ccccc32)C1=O (stereo unspecified)	101	88	90	111

item	SK-MEL-2	MALME-3M	UACC-62	M14
61	112	95	102	107
62	70	89	43	63
63	95	96	100	107
64	101	·	105	105
65	112	108	105	99
66	97	100	95	100
67	108	97	99	106
68	87	82	85	70
69	102	102	96	106
70	105	90	59	92
71	101	91	101	91
72	118	92	95	122
73	89	94	94	88

Screening results (PubChem BioAssay)
